C diff growth – blocks growth of Clostridium difficile; Clostridium difficile clinical isolate growth, OD600, 24 h; hits give low values; growth activity, negative = inhibition, % at 16 µg/mL (by protocol); 86,000 tested, 0.25% active;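 active means mean growth activity at or below -80% and every replicate also at or below -80%; inconclusive means mean at or below -80% but some replicate above -80%; inactive means mean growth activity above -80%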;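 further: 0% = DMSO wells and -100% = levofloxacin 16 µg/mL wells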
Pf Dd2 growth – inhibitors of Plasmodium falciparum Dd2 growth. AID 1159554. 94,000 tested, 2.3% active. activity change, % at 10 µM. P. falciparum Dd2 growth, SYBR Green, 72 h; hits give low values; in the data active means activity change below about -80%; inconclusive means no clear call, values can overlap the other calls
GASC1 inh – blocks human GASC-1 (KDM4C) demethylase activity; Q9H3R0; GST-KDM4C 2-372, H3K9me3 peptide, LANCE TR-FRET; inhibition, % at 12.5 µM; 96,000 tested, 0.15% active; AID 720574;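 active means mean replicate inhibition above about 25%, with at least 55% of replicates also reaching it, limit read from the data, passing the limit was not always enough; inconclusive means only one of those two conditions met; inactive means neither condition met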
Target sequence (Q9H3R0 2-372 limits assumed): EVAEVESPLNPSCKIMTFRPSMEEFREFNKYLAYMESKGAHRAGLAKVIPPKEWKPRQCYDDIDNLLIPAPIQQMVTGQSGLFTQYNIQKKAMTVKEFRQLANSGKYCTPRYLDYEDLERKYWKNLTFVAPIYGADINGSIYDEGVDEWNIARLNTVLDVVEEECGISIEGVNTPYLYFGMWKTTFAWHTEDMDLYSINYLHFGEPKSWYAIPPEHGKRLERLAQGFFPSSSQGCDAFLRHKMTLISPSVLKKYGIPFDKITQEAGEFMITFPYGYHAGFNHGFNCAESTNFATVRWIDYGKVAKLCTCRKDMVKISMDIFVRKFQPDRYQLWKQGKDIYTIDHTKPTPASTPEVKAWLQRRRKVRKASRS
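material = GST-tagged GASC-1 (JMJD2C) catalytic fragment, aa 2-372 | amount = enzyme final amount 10 nM | medium = HEPES buffer, pH 7.5, plus ascorbate | also added = H3K9me3 peptide substrate, Fe(II), 2-oxoglutarate | dosing = single dose | times = 30 min demethylation and 1 h detection at room temperature | detection = LANCE TR-FRET | read-out basis = Fall in 671/618 emission ratio as inhibition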
Tcruzi prolif – blocks T. cruzi growth in NIH3T3 culture; inhibition, % at 8.34 µM; 77,000 tested, 5.9% active; T. cruzi beta-gal in NIH3T3, GalScreen luminescence, 90 h;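 active means mean inhibition above about 93%, with at least 55% of replicates each passing it, limit read from the data, passing the limit was not always enough; inconclusive means only one of those two conditions holds; inactive means neither condition holds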
* hit, by the source's call; ? = inconclusive; . = not tested or not shown; & = joins results of further samples.

SMILES	C diff growth	Pf Dd2 growth	GASC1 inh	Tcruzi prolif
C[C@@H]1CN([C@@H](C)CO)C(=O)c2cc(NC(=O)Nc3ccc(C(F)(F)F)cc3)ccc2O[C@@H](C)CCCCO[C@H]1CN(C)C(=O)CCCN(C)C	.	27.4	2.9	10.9
COc1cccc(NC(=O)N2C[C@H](O)COC[C@H]3O[C@@H](CC(=O)NC4CCCC4)CC[C@@H]32)c1	.	8.0	0.5	-1.9
O=C(C[C@H]1CC[C@H](NC(=O)Nc2cc(F)ccc2F)[C@@H](CO)O1)NCCCN1CCOCC1	-7.0	20.2	0.8	.
C[C@@H]1CCCCO[C@@H](CN(C)C(=O)Cc2ccccc2)[C@H](C)CN([C@H](C)CO)C(=O)c2cc(NC(=O)CCC(F)(F)F)ccc2O1	-8.0	-27.0	0.1	87.5
CO[C@H]1CN(C)C(=O)c2ccc(NC(=O)c3ccccc3F)cc2OC[C@H](C)N(C)C[C@H]1C	0.1	-3.6	0.1	-11.5
CO[C@@H]1CN(C)C(=O)c2cc(NC(=O)C3CC3)ccc2OC[C@H](C)N(C(=O)c2ccccc2F)C[C@H]1C	2.1	-21.7	1.0	-6.2
COc1ccccc1NC(=O)N1CCCCN2[C@H](CO)[C@H](c3ccc(C#Cc4ccccc4)cc3)[C@@H]2C1	-2.5	?	-2.1	77.7
COc1ccc(CN(C)C[C@@H]2Oc3ccc(NC(=O)CCN4CCOCC4)cc3CC(=O)N([C@H](C)CO)C[C@H]2C)cc1	-1.4	-31.6	-1.8	13.6
C[C@H](CO)N1C[C@H](C)[C@@H](CN(C)C(=O)Nc2ccc(C(F)(F)F)cc2)Oc2c(NS(=O)(=O)c3ccc(F)cc3)cccc2C1=O	18.1	35.8	-0.6	37.5
CC(=O)N[C@H]1CC[C@@H](CC(=O)NCc2ccc(Cl)cc2)O[C@H]1CO	8.9	-2.9	-0.3	-52.2
Cc1ccc(S(=O)(=O)Nc2cccc3c2O[C@@H](CN(C)C(=O)Nc2ccc(C(F)(F)F)cc2)[C@@H](C)CN([C@@H](C)CO)C3=O)cc1	8.0	-10.7	4.0	61.8
C[C@H](CO)N1C[C@H](C)[C@@H](CN(C)Cc2ccccc2)OCCCC[C@H](C)Oc2ccc(NC(=O)Nc3cccc4ccccc34)cc2C1=O	16.0	-6.2	-1.6	.
CO[C@@H](C(=O)N(C)C[C@@H]1OCc2ccccc2-c2c(n(C)c3ccccc23)C(=O)N([C@H](C)CO)C[C@H]1C)c1ccccc1	1.9	60.1	-0.1	15.4
C[C@@H]1CN([C@H](C)CO)C(=O)c2cccc(N(C)C)c2O[C@@H]1CN(C)C(=O)Nc1cccc2ccccc12	3.1	-11.3	1.0	7.0
COc1cccc(-c2ccc([C@H]3[C@H](CO)N4C(=O)CN(C(=O)NC(C)C)C[C@@H]34)cc2)c1	-5.8	-2.9	-1.3	.
C[C@H](CO)N1C[C@H](C)[C@@H](CN(C)Cc2ccc(Cl)c(Cl)c2)Oc2ccc(NC(=O)Nc3ccc(C(F)(F)F)cc3)cc2CC1=O	12.3	-87.2*	-3.8	40.3
COc1ccc(S(=O)(=O)Nc2ccc3c(c2)CC(=O)N([C@@H](C)CO)C[C@@H](C)[C@@H](CN(C)Cc2ccc4c(c2)OCO4)O3)cc1	-9.4	-40.2	-0.8	52.2
CO[C@@H]1CN(C)C(=O)c2cc(NC(C)=O)ccc2OC[C@H](C)N(C(=O)C2CCC2)C[C@@H]1C	.	.	1.3	30.3
C[C@@H]1CCCCO[C@H](CN(C)CC2CCCCC2)[C@@H](C)CN([C@H](C)CO)C(=O)c2cc(NC(=O)Nc3ccc(F)cc3)ccc2O1	11.4	-56.7	0.5	39.4
COc1ccccc1CN1[C@@H]2CN(C(=O)c3ccc(F)cc3)c3ccccc3[C@@H]2[C@@H]1CO	3.1	-8.7	-0.7	9.4
C[C@H]1CN([C@@H](C)CO)C(=O)c2cccc(NC(=O)C3CCOCC3)c2O[C@@H]1CN(C)Cc1ccc(-c2ccccc2)cc1	37.3	-35.8	2.2	53.6
C[C@H](CO)N1C[C@H](C)[C@H](CN(C)C(=O)c2ccc(F)cc2)Oc2ncc(Br)cc2C1=O	-1.9	4.5	1.9	.
CO[C@H]1CN(C)C(=O)c2cc(NC(=O)C3CC3)ccc2OC[C@@H](C)N(Cc2cccnc2)C[C@@H]1C	.	.	1.7	47.7
CCCNC(=O)Nc1ccc2c(c1)C(=O)N(C)C[C@H](OC)[C@@H](C)CN(C(=O)CC)[C@@H](C)CO2	-7.2	45.4	-0.4	26.0
C[C@H]1CN([C@@H](C)CO)C(=O)c2cccc(NC(=O)c3ccc(-c4nccs4)cc3)c2O[C@@H]1CN(C)S(=O)(=O)c1ccccc1	4.6	-25.2	0.1	29.4

An excerpt of these results, with values under each structure:
Results follow in this order: C diff growth	Pf Dd2 growth	GASC1 inh	Tcruzi prolif
- O=C(C[C@H]1CC[C@H](NC(=O)Nc2cc(F)ccc2F)[C@@H](CO)O1)NCCCN1CCOCC1
 : -7.0	20.2	0.8	.
- C[C@@H]1CCCCO[C@@H](CN(C)C(=O)Cc2ccccc2)[C@H](C)CN([C@H](C)CO)C(=O)c2cc(NC(=O)CCC(F)(F)F)ccc2O1
 : -8.0	-27.0	0.1	87.5
- CO[C@H]1CN(C)C(=O)c2ccc(NC(=O)c3ccccc3F)cc2OC[C@H](C)N(C)C[C@H]1C
 : 0.1	-3.6	0.1	-11.5
- CO[C@@H]1CN(C)C(=O)c2cc(NC(=O)C3CC3)ccc2OC[C@H](C)N(C(=O)c2ccccc2F)C[C@H]1C
 : 2.1	-21.7	1.0	-6.2
- COc1ccccc1NC(=O)N1CCCCN2[C@H](CO)[C@H](c3ccc(C#Cc4ccccc4)cc3)[C@@H]2C1
 : -2.5	?	-2.1	77.7
- COc1ccc(CN(C)C[C@@H]2Oc3ccc(NC(=O)CCN4CCOCC4)cc3CC(=O)N([C@H](C)CO)C[C@H]2C)cc1
 : -1.4	-31.6	-1.8	13.6

The list continues:
SMILES	C diff growth	Pf Dd2 growth	GASC1 inh	Tcruzi prolif
CCC(=O)Nc1ccc2c(c1)OC[C@@H](C)N(C(=O)c1cccnc1)C[C@H](C)[C@H](OC)CN(C)C2=O	.	36.8	-0.1	-18.3
C[C@H]1CN([C@@H](C)CO)C(=O)c2cc(C#Cc3cccnc3)cnc2O[C@@H]1CN(C)S(C)(=O)=O	9.4	16.4	-2.0	-19.7
C[C@@H]1CN([C@H](C)CO)C(=O)Cc2cc(NC(=O)Cc3ccccc3)ccc2O[C@@H]1CN(C)S(=O)(=O)c1ccc(F)cc1	19.6	-26.3	-0.6	33.7
C/C=C/c1ccc2c(c1)O[C@@H](CN(C)C(=O)Cc1ccccn1)[C@@H](C)CN([C@@H](C)CO)S2(=O)=O	-0.1	-5.8	1.2	6.2
CN1C[C@@H]2[C@H](c3ccccc31)[C@@H](CO)N2C(=O)c1ccccn1	-6.1	0.9	0.6	29.3
O=C(NC1CCCC1)[C@@H]1[C@@H](CO)[C@@H]2Cn3c(ccc(C4=CCCC4)c3=O)[C@H]1N2C(=O)c1ccccc1	-13.3	.	0.7	-3.7
OC[C@@H]1[C@@H](c2ccc(C#Cc3ccccc3F)cc2)[C@H]2CN(Cc3cncnc3)CCCCN12	-5.0	-51.6	1.2	92.3
CO[C@H]1CN(C)C(=O)c2cc(NC(=O)c3ccno3)ccc2OC[C@@H](C)N(S(C)(=O)=O)C[C@@H]1C	-3.3	28.2	2.4	.
O=C(Nc1ccc(Cl)cc1)N[C@@H]1CC[C@@H](CCNS(=O)(=O)c2ccccc2F)O[C@H]1CO	-2.4	-0.2	-1.5	-79.2
C[C@@H]1CN([C@@H](C)CO)C(=O)c2cccc(NC(=O)Nc3ccc(F)cc3)c2O[C@@H]1CN(C)C(=O)NC1CCCCC1	-1.6	-19.2	0.6	-32.5
C[C@H](CO)N1C[C@H](C)[C@H](CN(C)Cc2ccc(Oc3ccccc3)cc2)Oc2c(NC(=O)Nc3ccccc3)cccc2C1=O	43.8	-2.2	-3.7	56.2
C[C@@H]1CCCCO[C@H](CN(C)Cc2ccc(Cl)c(Cl)c2)[C@@H](C)CN([C@H](C)CO)C(=O)c2cc(NS(=O)(=O)c3cccs3)ccc2O1	6.5	-21.3	0.4	116.5*
C[C@@H]1CN([C@@H](C)CO)C(=O)c2cc(C3=CCCC3)cnc2O[C@H]1CN(C)C(=O)c1ccccn1	2.6	-35.1	4.5	.
CNC(=O)C[C@H]1CC[C@H]2[C@@H](COC[C@H](O)CN2S(=O)(=O)c2cccc(Cl)c2)O1	9.2&2.4	12.3	-3.5	-25.2
C[C@H](CO)N1C[C@H](C)[C@H](CN(C)Cc2ccccc2O)OCc2cn(nn2)CCCC1=O	-3.0	2.8	2.0	5.5
CC(C)CC#Cc1ccc2c(c1)O[C@@H](CN(C)Cc1ccc3c(c1)OCO3)[C@H](C)CN([C@@H](C)CO)S2(=O)=O	13.6	-81.3*	.	72.1
CO[C@@H](CN(C)C(=O)c1cnccn1)[C@H](C)CN([C@H](C)CO)S(=O)(=O)c1ccc(C)cc1	.	34.6	0.2	30.6
CCC(=O)N1CC2(CCN(C(=O)Cc3ccccc3)CC2)c2c(n(C)c3cc(OC)ccc23)[C@H]1CO	1.1	-53.1	-0.6	.
COc1ccc2c3c(n(C)c2c1)[C@@H](CO)N(Cc1cccc(Cl)c1)CC31CCN(C(C)=O)CC1	-0.8	-37.6	-2.9	.
C[C@H]1CN([C@@H](C)CO)C(=O)c2cc(-c3ccncc3)cnc2O[C@@H]1CN(C)Cc1ccc(F)cc1	-1.2	-28.8	2.5	2.4
CCCN1C[C@H](C)[C@H](OC)CN(C)C(=O)c2ccc(NC(=O)Nc3ccccc3F)cc2OC[C@H]1C	.	-36.4	0.0	-31.0
CN1C(=O)c2cc(NC(=O)c3cscn3)ccc2OC[C@@H]2O[C@@H](CC(=O)NCC3CC3)CC[C@H]21	-6.1	-0.4	3.3	26.5
O=C(C[C@H]1C=C[C@@H](NS(=O)(=O)c2ccc(F)cc2)[C@@H](CO)O1)N1CCc2ccccc2C1	-3.1	21.1	1.9	.
C[C@@H]1CCCCO[C@@H](CN(C)S(=O)(=O)c2cccs2)[C@@H](C)CN([C@@H](C)CO)C(=O)c2cc(N(C)C)ccc2O1	-1.9	.	5.8	74.9
C[C@@H]1CN([C@@H](C)CO)C(=O)c2cc(NS(=O)(=O)c3ccc(F)cc3)ccc2O[C@@H]1CN(C)S(=O)(=O)c1cccs1	-5.4	20.7	-0.8	25.3

Next section.
SMILES	C diff growth	Pf Dd2 growth	GASC1 inh	Tcruzi prolif
CO[C@H]1CN(C)C(=O)c2cc(NS(C)(=O)=O)ccc2OC[C@H](C)N(C(=O)C2CCCC2)C[C@H]1C	.	.	-0.6	-4.6
CNC[C@@H]1OCc2cn(nn2)CCCC(=O)N([C@H](C)CO)C[C@H]1C	-0.6	-2.5	-2.6	-32.4
COc1cccc(C(=O)Nc2ccc3c(c2)C(=O)N(C)[C@@H]2CC[C@H](CC(=O)NCC4CC4)O[C@@H]2CO3)c1	4.9	-18.6	-0.1	22.9
COc1ccccc1-c1ccc([C@H]2[C@H](C#N)N(C(=O)C3CCC3)[C@H]2CO)cc1	6.5	-28.1	-0.3	14.9
C[C@H](CO)N1C[C@H](C)[C@@H](CN(C)C(=O)c2ccccc2)Oc2ncc(/C=C/c3ccccc3)cc2C1=O	-2.6	-35.1	-1.4	74.6
Cc1ccc(S(=O)(=O)N(C)C[C@@H]2OCCCC[C@H](C)Oc3ccc(NC(=O)Nc4c(C)noc4C)cc3C(=O)N([C@@H](C)CO)C[C@@H]2C)cc1	-0.9	-79.2	-1.6	-48.6
C[C@H](CO)N1C[C@H](C)[C@@H](CN(C)S(=O)(=O)CC(F)(F)F)OCc2ccccc2-c2ccccc2C1=O	-0.9	41.2	.	17.2
COc1ccc2c3c([nH]c2c1)[C@H](CO)N(C(=O)Nc1cccc(F)c1)CC31CN(S(=O)(=O)c2cccc(C)c2)C1	-0.2	-51.5	-0.1	.
Cc1noc(C)c1S(=O)(=O)Nc1ccc2c(c1)CC(=O)N([C@@H](C)CO)C[C@@H](C)[C@@H](CN(C)C(=O)Nc1ccccc1)O2	7.9	20.5	-0.4	-5.7
CCCNC(=O)C[C@H]1CC[C@H]2[C@@H](COC[C@@H](O)CN2Cc2cccc(F)c2)O1	2.9	8.3	-0.6	-13.4
C[C@@H]1CN([C@@H](C)CO)C(=O)c2cccc(NC(=O)C3CCOCC3)c2O[C@H]1CN(C)Cc1ccc2c(c1)OCO2	1.1	7.5	15.7	-5.8
COc1ccc(NC(=O)N(C)C[C@H]2Oc3ccc(NS(C)(=O)=O)cc3CC(=O)N([C@H](C)CO)C[C@@H]2C)cc1	8.1	15.4	10.6	9.9
C[C@@H]1CN([C@H](C)CO)C(=O)c2c(c3ccccc3n2C)-c2ccccc2CO[C@@H]1CN(C)Cc1ccc2c(c1)OCCN2C	24.3	-73.5	-0.7	.
CNC[C@H]1Oc2ncc(-c3ccccc3C)cc2C(=O)N([C@H](C)CO)C[C@H]1C	2.3	.	-0.8	11.7

Bioassay records: PubChem, Broad Institute

The order is random; 6.8% or so of the library scored in one or more.
